Screening data (PubChem BioAssay)
TRAIL sens C8 – viability loss with TRAIL in NB7+C8 cells, primary screen, TRAIL sensitizer project, cell-based, ATPlite luminescence; inhibition (viability loss, TRAIL sensitization), % at 10 µM; actives 1% (n = 360,000); AID 624354, 2012;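 active = compounds causing at least 50% loss of cell viability in the single-dose screen, relative to plate controls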
MITF TRPM1 inh – inhibitors of MITF-dependent TRPM1 promoter reporter, primary screen, cell-based, SK-MEL-5, single point, luciferase | SK-MEL-5 TRPM1 promoter luciferase, 24 h | inhibition, % at 12.5 µM | actives 0.83% (n = 330,000) | AID 488899, 2010;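 active = mean inhibition across replicates of 60% or more, whatever share of single replicates reaches that level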; note: values of inactives mirror those of a sister screen read the other way
NR2E3 ag-1 – NR2E3 agonists in two-hybrid cells, primary screen, cell-based, luminescence, CHO-S, Gal4-NCOR/VP16-NR2E3; Photoreceptor-specific nuclear receptor (Homo sapiens), Q9Y5X4; luciferase; inhibition of corepressor binding, % at 3.98 µM; actives 0.35% (n = 360,000); AID 602229, 2012;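 active = inhibition above the mean of all tested compounds plus 3 SD, cut at about 70% in these data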;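 note: 0% = DMSO with NR2E3 transfected cells and 100% = cells lacking NR2E3 construct; higher means lower luciferase signal from less NR2E3 corepressor binding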
Target sequence (Q9Y5X4 whole entry, looked up, the tested form may be a part): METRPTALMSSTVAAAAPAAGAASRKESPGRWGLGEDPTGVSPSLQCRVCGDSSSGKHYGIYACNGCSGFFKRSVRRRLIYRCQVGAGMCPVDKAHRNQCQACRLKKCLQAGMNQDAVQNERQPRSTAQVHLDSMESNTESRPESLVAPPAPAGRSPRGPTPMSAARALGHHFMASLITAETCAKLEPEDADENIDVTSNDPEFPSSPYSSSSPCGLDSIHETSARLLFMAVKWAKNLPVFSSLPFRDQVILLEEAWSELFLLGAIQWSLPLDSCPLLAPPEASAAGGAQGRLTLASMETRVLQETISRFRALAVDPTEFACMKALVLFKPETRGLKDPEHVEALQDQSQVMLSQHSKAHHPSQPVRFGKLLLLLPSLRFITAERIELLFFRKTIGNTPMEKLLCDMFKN
CF NFkB inh – inhibitors of PAF-induced NF-kB signaling, primary screen, cell-based, GFP fluorescence, uHTS; KKLEB NF-kB-GFP reporter, GFP fluorescence overnight; inhibition, % at 5 µM; actives 0.86% (n = 360,000); AID 588850, 2011;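 active = at least 50% inhibition at 5 µM, scaled per plate between neutral and stimulator controls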;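 note: PAF is a Pseudomonas aeruginosa culture filtrate used as stimulus; plate controls were PAF-stimulated DMSO wells for no effect and unstimulated DMSO wells for full effect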
Peg3 promoter – Peg3 promoter-driven luciferase inhibitors, primary screen, cell-based, HeLa, luciferase luminescence. actives 1.7% (n = 360,000). inhibition, % at 20 µM. HeLa PEG-Prom luciferase reporter, overnight. AID 588405, 2011;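 active = inhibition of at least 50% at 20 µM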
HIF-2a inh – HIF-2a reporter inhibitors, primary screen, luminescence, 786-0 RCC cells; actives 0.72% (n = 360,000); inhibition, % at 18.8 µM; 786-0 RCC cells HIF-2a reporter, luciferase luminescence, overnight;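 active = inhibition of the luminescence signal of 40% or more relative to plate controls, in a single-dose primary screen at 18.75 µM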
EBV LMP1 NFkB – EBV LMP1-driven NF-kappaB luciferase reporter inhibitors, primary screen, cell-based, luminescence, single point; LMP1-induced NF-kappaB luciferase reporter cells; inhibition, % at 12.5 µM; actives 0.69% (n = 350,000); AID 504558, 2011; in the data active = inhibition above about 41%;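 note: 0% = neutral control wells and 100% = reference inhibitor control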
Shn3 3UTR inh – reduction of Shn3 3'UTR firefly luciferase signal, primary screen, Schnurri-3 inhibitor project, cell-based, Clone20 osteoblasts, set 2 | inhibition, % at 12.5 µM | Clone20 osteoblast Shn3 3'UTR firefly luciferase, 24 h | actives 0.52% (n = 360,000);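 active = mean inhibition of at least 75% with every replicate also reaching 75%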;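 note: 0% = median of neutral control wells and 100% = pilot-screen positive control compound; some compounds past the cut are filed as inactive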
hiPSC survival – enhancers of single-cell hiPSC survival, primary screen, ATPlite luminescence. AID 602274, 2012. actives 0.044% (n = 360,000). survival enhancement, % at 20 µM. 100% = ROCK inhibitor wells, 0% = DMSO; in the data active = survival enhancement above about 18%;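 note: cells exposed to compounds for 16 hours before the ATP read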
NR2E3 ag-2 – inhibitors of NR2E3-RetCOR corepressor binding, primary screen, NR2E3 agonist project, biochemical, TR-FRET, GST-NR2E3, biotin-RetCOR | 1536-well | inhibition of corepressor binding, % at 4.78 µM | actives 0.12% (n = 320,000) | AID 2300, 2010;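 active = percent inhibition above the cutoff of mean plus 3 SD of all tested compounds, set per screening campaign, cut at about 20% in these data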;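 note: 0% = DMSO wells and 100% = biotin wells as full block of FRET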
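System: GST-tagged NR2E3 plus biotinylated RetCOR corepressor; Amount: 1.35 nM GST-tagged NR2E3 final; Dosing: single nominal compound dose of 4.8 µM; Schedule: 5 h incubation at 4 °C; Technique: TR-FRET with europium anti-GST and streptavidin-D2, 340 nm excitation; Controls: biotin wells as high control, 0.6% DMSO wells as low control.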
KKLEB cytotox – cytotoxicity in KKLEB CF airway cells, primary screen, cytotoxicity control for CF NF-kB inhibitor project, cell-based, uHTS, fluorescence assay plates | KKLEB CF airway cells viability, ATPlite luminescence, overnight; hits give low values; cells stimulated with P. aeruginosa culture filtrate | actives 0.36% (n = 360,000) | activity change (cytotoxicity), % at 5 µM;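 active = corrected activity change at or below -50% at 5 µM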
* = called active by the depositor; · = no result given. An excerpt; rates above refer to the full screens.

Structure,TRAIL sens C8,MITF TRPM1 inh,NR2E3 ag-1,CF NFkB inh,Peg3 promoter,HIF-2a inh,EBV LMP1 NFkB,Shn3 3UTR inh,hiPSC survival,NR2E3 ag-2,KKLEB cytotox
FC(F)(F)c1ccc(CN2CCCCCC2)cc1,2,6,4,-8,5,8,-4,-13,-1.5,-1,12
O=C(CSc1ncccn1)NC(=O)c1ccccc1,-1,-1,-14,-11,-1,7,-1,1,-0.4,5,5
CCOc1ccc(Cn2cc(F)c(=O)[nH]c2=O)cc1,-5,0,3,6,-4,23,11,14,-0.1,-3,7
Cc1ccc(/C(N)=N/OC(=O)CN(C)S(=O)(=O)c2ccc(C)cc2)cc1,-18,3,-9,-40,22,18,-6,-5,-0.6,4,-8
CCOC(=O)c1c(C)[nH]c(C(=O)COC(=O)C2CC(=O)N(Cc3ccccc3)C2)c1C (configuration not stated),-7,21,-11,-1,23,4,-2,10,-5.1,0,-4
Cc1ccc(C(=O)Nc2ccc(Nc3ccccc3)cc2)cc1C,10,-54,-54,-4,-141,-209,-31,-1,-0.6,-3,-1
Cc1ccc(C(=O)OCc2cc3ccccc3[nH]c2=O)cc1,10,-2,-14,23,-8,-30,-5,-32,1.3,17,6
Nc1nccc(NCCSCc2ccccc2)n1,-18,12,-3,8,-17,-11,4,71,2.1,·,13
O=C(NNc1ncccc1-n1cccc1)c1ccc(Cl)cc1,-8,-6,-2,6,-3,-27,6,-6,-0.6,-2,5
O=C1Nc2ccccc2C1=Nc1ccc(S(=O)(=O)Nc2nccs2)cc1,22,15,14,-14,9,26,-2,-10,0.4,-1,1
COc1ccccc1-c1nnc(SCc2nc3ccccc3s2)n1C,4,8,-43,12,-58,-164,-11,-22,1.7,0,7
O=C(CC1C(=O)NCCN1Cc1ccoc1)NCc1cccc(OC(F)(F)F)c1 (configuration not stated),12,2,-9,-12,-36,-11,3,-16,-0.3,2,7
CCN(CC)c1ccc(/C=N/NC(=O)c2c(-c3ccccc3)noc2C)cc1,0,-5,19,-9,14,1,7,15,-0.5,-2,-2
C/C(N=Nc1nc2ccccc2s1)=N\Nc1ccccc1O,18,25,8,47,36,-18,3,·,-0.8,0,-37
O=C1CCCc2cc3c(ccc4ccccc43)cc21,2,-37,-54,-25,-324,-249,-22,15,0.3,·,-23
CC(C)c1ccc(C2=C(O)c3ccccc3C(=O)C2=O)cc1,-1,-9,-15,3,-19,-35,5,1,0.2,-9,-7
CCc1ccc(CN2CCC(C(=O)Nc3ccc(-n4nc(C)cc4C)cc3)CC2)o1,-6,5,-9,-5,3,-3,0,17,-0.1,1,-10
COc1cc(NC(=O)CN2C(=O)C(c3ccccc3)=NC23CCCCCC3)cc(OC)c1,13,10,11,-9,27,12,-1,-9,0.1,0,-6
COc1ccc(CCN2CC(C(=O)N(C)CC(=O)Nc3ccc(Cl)c(C(F)(F)F)c3)CC2=O)cc1OC (configuration not stated),2,-7,-16,28,14,13,6,29,-0.5,·,-12
CCc1cc2ccc(C)cc2nc1SCC(=O)Nc1cc(OC)c(OC)cc1C(=O)O,-6,6,-3,-7,19,21,3,-7,-1.2,6,3
COc1cc(CCC(=O)Oc2ccc(C(C)=O)cc2)cc(OC)c1OC,13,3,2,-7,2,16,1,-25,-2.1,-2,5
Clc1ccc2c(c1)c1ccccc1n2CN1CCOCC1,-5,-12,9,17,-12,-70,3,-43,-5.2,0,-8
Fc1ccccc1N1CCN(CC2CCCCC2)CC1,-1,-22,-18,-17,7,10,-22,5,-0.7,-4,-12
COc1cc2ccccc2cc1C(=O)Nc1cc(C)ccn1,27,-33,-101,-2,-291,-188,-28,-73,0.0,4,-2
COc1ccc(S(=O)(=O)N2CCN(c3ncccn3)CC2)cc1[N+](=O)[O-],11,1,7,12,-2,-2,4,-6,-0.3,3,12
COc1ccc(OC)c(NC(=O)COC(=O)CCS(=O)(=O)c2ccc(Cl)cc2)c1,-6,-13,2,0,9,-2,-6,7,-0.5,·,-5
Cc1ncsc1C(=O)O,-46,-6,-2,7,1,7,1,-1,-0.1,0,-8
O=C(O)CSc1ccccc1C(=O)O,-30,4,-15,4,14,16,-1,5,-0.4,3,-1
C=CCNC(=O)CNS(=O)(=O)c1ccc(F)cc1,2,-8,-2,-6,5,1,1,-2,0.0,4,7
CCOC(=O)N1CCN(C(=O)/C(=C\c2cccs2)NC(=O)c2cccs2)CC1,-2,10,-11,0,3,14,3,-3,-4.6,-3,12
CCN(Cc1ccccc1)C(=O)c1oc2ccc(C)cc2c1C,6,-17,-11,15,-27,-41,10,17,-0.4,-1,-6
Cc1cccc(Cn2c(N3CCN(C)CC3)nc3c2c(=O)n(C)c(=O)n3C)c1,-12,0,-11,-18,20,18,3,12,1.5,-3,0
Cc1nnc(SCC(=O)N2CCN(S(=O)(=O)c3ccccc3)CC2)s1,3,15,-8,1,8,9,2,-3,-0.2,3,3
COCc1cc(C)nc(SCC[N+](C)(C)CC(=O)Nc2ccccc2)c1C#N,1,-1,-7,6,-8,4,0,-1,-0.3,5,-1
CC1CCN(c2nc3nonc3nc2N2CCC(C)CC2)CC1,-23,-1,-8,10,10,16,3,31,-2.2,0,-10
CC(C)(C)c1ccc(-c2n[nH]c(=S)n2-c2ccccc2)cc1,10,6,7,-9,22,19,3,13,-0.5,5,9
O=C1NC[C@@H](Cc2cccc3ccccc23)N(CC2(c3ccccc3)CC2)C1=O,2,15,13,16,24,29,-3,6,-2.1,4,-16
CCOC(=O)c1ccoc1CN1CCN(S(=O)(=O)c2ccc(C)c(C)c2)CC1,-6,3,0,16,15,12,1,30,6.6,·,-1
CCOC(=O)N1CCC(N(CCN(C)C)C(=S)Nc2ccccc2Cl)CC1,4,-8,-30,16,1,2,-1,4,1.7,1,-1
Cc1ccc(-c2cn3cccnc3n2)cc1NC(=O)c1cccs1,8,1,-9,1,-1,-3,-4,-28,12,-1,4
CN(CCN1CCOCC1)Cc1nc(-c2ccccc2)no1,6,-4,-12,5,-9,-9,-15,·,0.4,1,7
Cc1cc(=O)c(C(=O)OC(C)C(=O)NC(N)=O)nn1-c1ccc(Cl)cc1 (configuration not stated),4,-6,-3,3,6,4,-1,-5,0.5,0,-9
O=C(CCn1c(=O)oc2ccccc21)NCCCN1CCOCC1,-9,3,-15,8,8,9,-2,-15,0.8,-3,-11
Cc1ccnc(NC(=O)CCC(=O)N(Cc2ccco2)C(C(=O)NC(C)C)c2ccc(F)cc2)c1 (configuration not stated),-1,3,2,9,7,17,-5,-17,-0.4,2,6
O=C(Cc1ccc([N+](=O)[O-])cc1)Nc1ccc2c(c1)CCC2,6,-5,1,28,-50,-70,-13,3,0.0,5,-9
Cn1c(C(=O)NCc2cccs2)cc2c(=O)n(C)c3ccccc3c21,-22,-14,-7,-23,-3,-9,4,9,-1.0,1,-5
COc1ccccc1NC(=O)N1CCC(c2nnc(SCC(N)=O)n2C)CC1,6,-9,-15,-2,2,12,4,-6,-2.2,1,-10
CCCS(=O)(=O)N1CCC(C(=O)NCCCN(CC)c2cccc(C)c2)CC1,1,0,6,9,12,12,-1,-4,-0.9,-29,-10
COc1ccc(-n2cnnc2SCc2ncc(-c3ccccc3)o2)cc1,14,9,8,9,-7,13,15,2,0.5,0,-9
CCOc1ccc(Cc2nnc(N)s2)cc1OCC,-6,-2,-16,-5,14,15,-3,6,-1.1,0,9

Next section:
Structure,TRAIL sens C8,MITF TRPM1 inh,NR2E3 ag-1,CF NFkB inh,Peg3 promoter,HIF-2a inh,EBV LMP1 NFkB,Shn3 3UTR inh,hiPSC survival,NR2E3 ag-2,KKLEB cytotox
COc1ccc(N(C(=O)Cn2nnc3ccccc32)C(C(=O)NCc2ccco2)c2ccc(C)o2)cc1 (configuration not stated),-7,11,4,1,-1,9,0,-9,-1.9,0,6
CCc1noc(C)c1C(=O)Nc1nc(-c2ccc(NC(C)=O)cc2)cs1,6,-12,5,-13,-18,-3,2,16,0.2,3,10
O=S(=O)(c1ccc(Cl)cc1)N1CCN(c2nc(-c3cccs3)nc3ccccc23)CC1,4,3,-5,16,12,1,-6,-8,0.2,·,-6
CN(C)C=NC(=O)c1ccc(N2CCN(c3ncc(C(F)(F)F)cc3Cl)CC2)cc1,5,4,-1,9,-14,-3,-1,23,3.0,-2,-22
Cc1ccc(NC(=O)c2nn(C34CC5CC(CC(C5)C3)C4)cc2[N+](=O)[O-])cc1,-6,-2,-11,11,3,-24,-2,38,-0.2,1,-5
